# D1 antagonist = Antagonist of Human D 1 Dopamine Receptor: qHTS; HEK293 TREx D1 cells, calcium flux, dopamine EC80; hits give low values; activity change, negative = inhibition, % at 10 µM; AID 504652, 2011; D(1A) dopamine receptor (Homo sapiens), P21728; actives 3.2% (n = 360,000); in the data active = activity change below about -30%; note: % is set by controls: 0 for no effect and ±100 for the full control effect
# Target sequence (P21728 whole entry, looked up): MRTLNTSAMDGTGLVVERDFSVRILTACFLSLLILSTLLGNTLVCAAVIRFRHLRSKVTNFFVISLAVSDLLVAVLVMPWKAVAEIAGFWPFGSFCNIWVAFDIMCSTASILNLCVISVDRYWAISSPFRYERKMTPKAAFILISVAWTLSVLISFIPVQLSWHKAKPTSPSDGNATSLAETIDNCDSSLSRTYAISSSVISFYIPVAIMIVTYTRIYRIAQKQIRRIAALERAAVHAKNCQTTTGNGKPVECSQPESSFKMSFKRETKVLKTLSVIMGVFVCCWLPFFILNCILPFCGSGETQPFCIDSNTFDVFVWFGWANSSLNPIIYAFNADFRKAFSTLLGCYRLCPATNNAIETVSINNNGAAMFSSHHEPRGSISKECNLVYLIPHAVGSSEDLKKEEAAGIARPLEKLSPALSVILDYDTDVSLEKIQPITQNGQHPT
#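 Using tetracycline-induced force-coupled D1 Hek293 cells and a calcium dye, signals were followed for 180 s after compound, then for 180 s after EC80 dopamine, to detect inhibitors.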
# RXFP1 antagonist = qHTS Assay for Antagonists of the Relaxin Receptor RXFP1. HEK293-RXFP1, relaxin-stimulated cAMP HTRF, 30 min; hits give low values. AID 1259400, 2018. activity change, negative = inhibition, % at 57.5 µM. Relaxin receptor 1 (Homo sapiens), Q9HBX9. actives 0.59% (n = 350,000);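 active = activity change of -60% or lower, but not beyond a set lower limit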; note: % is set by controls: 0 for no effect and ±100 for the full control effect
# D2 agonist = HTS Assay for Allosteric Agonists of the Human D2 Dopamine Receptor: Primary Screen for Agonists. HEK293 T-REx D2 cells, calcium flux agonist mode. activation, % at 2 µM. actives 0.53% (n = 340,000). AID 485358, 2010;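 active = activation over 3 SD above normal in the single-dose calcium agonist read, cut at about 30% in these data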; note: 0% is about no effect
# Target sequence (P14416 whole entry, looked up): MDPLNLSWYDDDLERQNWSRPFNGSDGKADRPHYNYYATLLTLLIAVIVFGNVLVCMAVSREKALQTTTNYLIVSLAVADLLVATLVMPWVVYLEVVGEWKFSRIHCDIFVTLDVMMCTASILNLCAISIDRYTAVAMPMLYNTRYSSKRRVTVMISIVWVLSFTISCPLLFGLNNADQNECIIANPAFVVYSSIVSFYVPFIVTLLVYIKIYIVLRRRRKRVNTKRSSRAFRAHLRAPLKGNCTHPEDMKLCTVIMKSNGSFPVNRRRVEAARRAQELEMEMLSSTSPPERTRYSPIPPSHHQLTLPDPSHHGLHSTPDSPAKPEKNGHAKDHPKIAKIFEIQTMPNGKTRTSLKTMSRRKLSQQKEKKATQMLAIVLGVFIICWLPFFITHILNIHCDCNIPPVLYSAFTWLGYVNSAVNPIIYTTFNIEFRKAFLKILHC
#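 Agonism scored from kinetic calcium signal (1 read/sec, 180 s) following compound pin transfer, after a 10 s baseline. Cells: HEK293 Trex line expressing inducible D2 receptor coupled to calcium, dye-loaded after overnight culture at 30 C.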
# D1 potentiator = Potentiators of Human D1 Dopamine Receptor: qHTS. HEK293 TREx D1 cells, calcium flux, dopamine EC20 potentiation. actives 0.036% (n = 360,000). D(1A) dopamine receptor (Homo sapiens), P21728. AID 504651, 2011. potentiation, % at 10 µM; in the data active = potentiation above about 30%; note: 0% is about no effect
# TRHR PAM = qHTS for Small Molecule Agonists and Allosteric Enhancers of Human TRH Receptor: Primary Screen for Enhancers. actives 0.66% (n = 360,000). Thyrotropin-releasing hormone receptor (Homo sapiens), P34981. enhancement, % at 2 µM. TRHR cells, fluo-8 calcium fluorescence, EC20 TRH enhancement; in the data active = enhancement above about 30%; note: 0% is about no effect
#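 TRHR-expressing cells loaded with fluo-8 calcium dye were read kinetically (ex 480/em 530) during compound addition, then stimulated with an EC20 of TRH (10 nM final). Enhancement of the Gq-mediated intracellular calcium response was scored.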
# D2 potentiator = HTS Assay for Positive Allosteric Modulators of the Human D2 Dopamine Receptor: Primary Screen for Potentiators | D(2) dopamine receptor (Homo sapiens), P14416 | HEK293 T-REx D2, calcium flux, EC20 dopamine potentiation | potentiation, % at 10 µM | actives 0.34% (n = 340,000);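 active = potentiation over 3 SD above the plate norm, cut at about 30% in these data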; note: 0% is about no effect
#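 Potentiation of an EC20 dopamine calcium response is measured in a force-coupled, tetracycline-inducible Hek293 Trex D2 line. Compound-only kinetic reads over 180 s flag agonists before dopamine addition.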
# D1 ag = Allosteric Agonists of the Human D1 Dopamine Receptor: qHTS; D(1A) dopamine receptor (Homo sapiens), P21728; HEK293 T-REx D1 cells, calcium flux, agonist mode; activation, % at 2 µM; actives 1% (n = 360,000); AID 504660, 2011; note: 0% is about no effect
#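 Agonism was scored from calcium flux recorded over 180 s (1 read/s) after pintool compound addition, following a 10-cycle baseline. Cells were inducible force-coupled HEK293 TREx D1, plated overnight at 30 C and loaded with no-wash calcium dye.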
# TRHR agonist = qHTS for Small Molecule Agonists and Allosteric Enhancers of Human TRH Receptor: Primary Screen for Agonists; actives 0.18% (n = 360,000); TRHR cells, calcium flux fluo-8, FDSS agonist mode; activation, % at 2 µM; note: 0% is about no effect
#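 TRHR-expressing cells, plated overnight in medium with 10% serum, were loaded with fluo-8 calcium dye at room temperature. After a 10 s baseline, library compound was pin-added and calcium release was recorded kinetically (ex 480/em 530) as agonist response.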
# D2 antagonist = HTS Assay for Allosteric Antagonists of the Human D2 Dopamine Receptor: Primary Screen for Antagonists | D(2) dopamine receptor (Homo sapiens), P14416 | HEK293 TREx D2 cells, calcium flux, dopamine EC80 | inhibition, % at 10 µM | actives 2% (n = 340,000) | AID 485344, 2010; in the data active = inhibition above about 30%; note: 0% is about no effect
#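 Read-out: kinetic calcium fluorescence (1 cycle/s) in inducible HEK293 T-REx D2 cells after an EC80 dopamine addition that followed 180 s compound preincubation. Loss of the dopamine response indicates antagonism.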
# The depositor's hits bear a star; x = no result given. Cut-off read from the data, not from the text of the source, unless noted: active = activation above about 30%; inactive = the rest.
SMILES,D1 antagonist,RXFP1 antagonist,D2 agonist,D1 potentiator,TRHR PAM,D2 potentiator,D1 ag,TRHR agonist,D2 antagonist
CCOc1ccc(CCN2C(=O)c3ccc(C(=O)O)cc3C2=O)cc1OCC,0,-4,0.5,10,17,-13,2,-0.2,-12
O=C(Cn1cnc2c(nnn2Cc2ccc(F)cc2)c1=O)NCc1ccc(F)cc1,-23,-7,-1.1,4,-4,7,0,-0.6,1
COc1cc(NC(=O)C2CC2C)c(C(=O)O)cc1OC (configuration not stated),-8,3,0.3,-2,2,-2,2,0.0,-14
CC1=C(c2ccc(C)cc2)[N+](=O)C(C)(C)N1[O-],8,4,-0.1,2,8,1,2,0.0,-3
O=C(Nc1ccc2c(c1)nc1n2CCOC1)c1ccccc1,-7,-11,-0.3,0,9,0,3,0.0,-11
CC(C)C(=O)Nc1cccc(C(=O)Nc2nnc(C(C)C)s2)c1,0,0,0.5,1,6,-3,0,-0.5,-7
CNC(=O)COC(=O)c1cc(F)c(F)cc1Cl,-4,0,-0.8,3,3,6,3,-0.1,-10
COc1ccc(C2c3c(oc4ccccc4c3=O)C(=O)N2Cc2ccc3c(c2)OCO3)cc1 (configuration not stated),-9,1,-0.4,-3,-10,-10,1,-0.3,x
CCn1c(Cc2ccccc2)nnc1SCC(=O)Nc1ccc2c(c1)OCO2,11,3,0.4,5,-6,15,1,-0.2,-5
Cc1sc2ncnc(NCC(c3ccco3)N(C)C)c2c1C (configuration not stated),-35*,1,0.8,-6,-15,-5,10,0.2,-8
O=C(c1ccc(CN2CCOCC2)cc1)N1CCN(c2ccccc2F)CC1,4,-5,0.3,-3,-5,-2,2,-0.6,-21
COc1ccc(NC(=O)c2cn3c4c(ccc(Cl)c4c2=O)OC(C)C3)cc1OC (configuration not stated),16,-10,-0.5,8,50*,5,3,-0.5,x
Cc1ccc(-c2nnc(Nc3ccc(OCC(N)=O)cc3)c3ccccc23)cc1S(N)(=O)=O,9,-7,-0.4,2,-8,-8,1,0.1,13
CC(C)CNC(=O)C(=O)N/N=C/c1cccs1,16,6,-0.1,-5,-1,-1,2,0.0,1
Cc1ccc2c(CSc3nnc4ccccn34)cc(=O)oc2c1C,-14,x,1.0,0,7,5,2,0.3,-6
COc1ccc(S(=O)(=O)N2CCCCC2)cc1NC(=O)CN1C(=O)NC(C)(C2CC2)C1=O (configuration not stated),10,8,0.5,-4,-1,-4,3,1.0,3
Cc1cc(/C=C2/C(=O)NN(c3ccccc3)C2=O)c(C)n1-c1cccc(O)c1,-13,7,-0.8,-2,-3,-9,0,-0.6,16
COc1ccc(CCNC(=O)c2cc(C3CC3)nc3c2cnn3C(C)C)cc1OC,-2,7,0.5,-1,-5,-7,1,0.3,-13
COc1ccc(CN2CCNC(=O)C2CC(=O)NCCCn2cccn2)cc1C (configuration not stated),3,1,-0.9,1,-1,-5,7,0.2,-12
Cn1[nH]c(C(F)(F)F)cc1=O,-5,4,2.0,0,2,0,1,0.3,-9
C[C@@H]1NC(=O)OC1c1ccco1 (some centres not stated),6,x,x,2,2,-6,0,-0.1,x
O=C(N/N=C/c1ccco1)c1ccc2nc[nH]c2c1,4,-11,-0.7,-2,7,7,6,1.3,-23
Cc1cccc(OCCN2CSC(=S)N(C)C2)c1,-7,-4,-0.2,-7,-2,-6,0,-0.7,4
C/C(=N\Nc1ccc(S(N)(=O)=O)cc1[N+](=O)[O-])c1cccnc1,-8,9,-0.6,-4,6,9,1,-1.0,-9
COc1cc2c(cc1OC)CN(c1ccc([N+](=O)[O-])cc1Cl)CC2,-15,-11,x,-3,-1,x,0,-0.2,x
C=CCNC(=O)/C(C#N)=C/c1ccc(C)o1,-3,x,1.9,3,14,6,2,0.5,0
N#CC1=C(N)Nc2ncnn2C1c1ccccc1 (configuration not stated),-4,x,0.3,-1,6,3,1,0.3,1
CCN(c1ccccc1)S(=O)(=O)c1ccc(F)cc1C,0,0,3.1,-2,-5,x,2,-1.6,-20
CC1(C)Cc2nc3oc4c(=O)n(CC(=O)Nc5cccc(Cl)c5)cnc4c3cc2CO1,12,-11,0.3,-3,1,6,3,-0.2,14
CCc1ccccc1NC(=S)N(Cc1cccs1)C1CCCC1,19,-1,0.3,-13,-5,2,5,-0.1,-19
C1CCN(c2nc3nonc3nc2NCC2CCOCC2)CC1,-2,6,-1.3,-5,-7,8,1,0.1,-26
CC1(C)CC(=O)c2c(oc3cc(O)c(O)cc23)C1,-15,-8,-0.2,0,5,1,5,-0.9,4
S=C(Nc1ccccc1)N1CCCCCCC1,2,-4,0.0,-6,0,13,2,0.4,2
COc1cc(OC)nc(Oc2cc(C=O)ccc2OC)n1,21,2,0.5,-6,-5,-8,3,-0.5,2
Cc1ccc(NC(=O)CSc2ccc(-c3cccs3)nn2)cc1Cl,7,-16,-0.3,-4,8,4,5,0.0,x
CCn1cc(/C=C/C(=O)Nc2ccn(Cc3c(F)c(F)c(F)c(F)c3F)n2)cn1,-20,-6,2.3,-4,0,0,7,0.4,6

# TRHR PAM, entries above that show a hit.
Molecule,D1 antagonist,RXFP1 antagonist,D1 potentiator,TRHR PAM,D2 potentiator,D1 ag,TRHR agonist,D2 antagonist
COc1ccc(NC(=O)c2cn3c4c(ccc(Cl)c4c2=O)OC(C)C3)cc1OC (configuration not stated),16,-10,8,50*,5,3,-0.5,x

# Next part:
SMILES,D1 antagonist,RXFP1 antagonist,D2 agonist,D1 potentiator,TRHR PAM,D2 potentiator,D1 ag,TRHR agonist,D2 antagonist
CC(=O)NC1CC2CCC(C1)N2Cc1ccc(C)cc1 (configuration not stated),3,4,0.7,-8,-3,-20,1,0.1,51*
O=C(Nc1ccc(Cl)c(Cl)c1)C1CCCCC1,-32*,x,1.7,-8,-7,-11,8,-0.2,4
Cn1ccnc1C(O)c1ccc(OCc2ccccc2)cc1 (configuration not stated),0,-10,0.3,3,-1,8,3,0.2,-23
O=[N+]([O-])c1cc(S(=O)(=O)N2CCCC2)ccc1N/N=C1/CCCc2ccccc21,3,1,1.2,13,-1,7,1,0.1,-11
COc1cc(OC)c([N+](=O)[O-])cc1/C=N/NC(=O)c1ccncc1,8,-4,x,1,0,x,0,2.9,x
CCCc1cc(=O)[nH]c(SCC(=O)Nc2ccc([N+](=O)[O-])cc2C#N)n1,-10,-6,0.3,-6,4,-1,2,-0.1,-5
O=C(O)c1ccc(N2C(=O)/C(=C\c3ccccc3)N=C2c2ccccc2)cc1,1,-34,-0.8,-2,1,6,-1,-0.4,22
CN1CCC(N(C)S(=O)(=O)c2ccc(F)cc2F)CC1,-5,25,2.2,3,3,-8,0,1.7,33*
N#Cc1ccccc1OCC(=O)NCC1(N2CCCCC2)CCCCC1,12,4,-0.2,-3,-1,-2,4,0.2,4
CCOC(=O)c1cc(C#N)c(Oc2cccc(C(F)(F)F)c2)nc1-c1ccccc1,-5,-1,-1.1,-5,0,4,18,-1.0,9
Cc1c(C(=O)N2CCC(C(N)=O)CC2)oc2ccc(Br)cc12,13,2,0.1,-1,3,-3,1,0.1,1
Cc1ccc(CN2CCN(Cc3ccco3)CC2)cc1,25,-6,-0.2,-4,-4,-12,-2,0.5,3

# Arranged by formula weight (rising): part of the list above
SMILES,D1 antagonist,RXFP1 antagonist,D2 agonist,D1 potentiator,TRHR PAM,D2 potentiator,D1 ag,TRHR agonist,D2 antagonist
O=C(Nc1ccc(Cl)c(Cl)c1)C1CCCCC1,-32*,x,1.7,-8,-7,-11,8,-0.2,4
Cn1ccnc1C(O)c1ccc(OCc2ccccc2)cc1 (configuration not stated),0,-10,0.3,3,-1,8,3,0.2,-23
COc1cc(OC)c([N+](=O)[O-])cc1/C=N/NC(=O)c1ccncc1,8,-4,x,1,0,x,0,2.9,x
Cc1c(C(=O)N2CCC(C(N)=O)CC2)oc2ccc(Br)cc12,13,2,0.1,-1,3,-3,1,0.1,1

# Additional structures follow:
SMILES,D1 antagonist,RXFP1 antagonist,D2 agonist,D1 potentiator,TRHR PAM,D2 potentiator,D1 ag,TRHR agonist,D2 antagonist
O=C(COc1cccc2ccccc12)Nc1nc2ccccc2[nH]1,x,-8,-0.2,-3,0,-11,-2,0.1,14
O=C1C(Oc2ccccc2)C(c2ccc3c(c2)OCO3)N1CCc1ccc(F)cc1 (configuration not stated),-11,-1,0.4,-8,-10,-2,18,2.7,7
COc1cc(C2/C(=C(\O)c3ccc4c(c3)OCCO4)C(=O)C(=O)N2CCN2CCOCC2)cc(OC)c1OC (configuration not stated),-6,-2,0.9,-2,-1,-5,1,0.5,6
COC(=O)CCCN1C(=O)c2cccc3cccc(c23)C1=O,-18,-3,-0.8,0,-2,3,2,-2.0,-9
COc1ccccc1NC(=S)N/N=C1\CC(C)(C)Oc2ccc(O)cc21,-1,4,-1.3,3,-1,7,5,-0.5,-3
C=CCNC(=O)/C(=C\c1ccco1)NC(=O)c1ccco1,-1,-9,0.1,-2,4,1,1,2.0,12
COC(=O)C1CN(S(=O)(=O)c2ccccc2)CCN1S(=O)(=O)c1ccccc1 (configuration not stated),-1,-2,0.8,-3,-2,12,-1,-0.1,-14
Cn1c(=O)c2c(nc(Oc3ccc(C#N)cc3)n2Cc2ccc(Cl)cc2Cl)n(C)c1=O,17,x,-0.5,2,22,29,-2,-1.4,x
Cc1cccc(NC(=O)CC2SC(=O)N(c3ccccc3)C2=O)c1 (configuration not stated),6,x,-0.9,-2,-2,-8,-2,0.1,-4
COc1cc(C(=O)N2C[C@@H]3CCC[C@H]2C3)ccc1OC1CCN(C(C)=O)CC1,2,1,-0.2,-1,-8,1,2,-0.3,19
Cc1ccc(CSc2ccc(S(=O)(=O)N3CCCCC3)cn2)cc1,3,4,1.4,0,7,-19,6,2.0,-10
CC1CCN(C(=S)NC(=O)c2ccco2)CC1,3,3,-0.9,0,-1,16,2,-0.2,-9
O=C(CCS(=O)(=O)c1ccccc1)Nc1nccs1,5,8,x,x,-12,x,4,-0.6,x
O=C(NCC(O)CO)c1csc(Nc2cccc3ccccc23)n1 (configuration not stated),6,9,0.4,-3,-2,4,1,0.2,-1
Cc1ccc(-n2c(=O)c3c(cnn3C)n(Cc3ccc(Cl)cc3)c2=O)cc1,7,0,0.2,0,5,1,7,-0.4,x
O=C1CC(N2CCSCC2)C(=O)N1c1ccc(Br)cc1 (configuration not stated),7,3,1.2,-2,0,-8,-1,0.2,-3

# Single entries from the results shown.
# O=C1C(Oc2ccccc2)C(c2ccc3c(c2)OCO3)N1CCc1ccc(F)cc1 (configuration not stated) in TRHR PAM is listed with -10
# CC(=O)NC1CC2CCC(C1)N2Cc1ccc(C)cc1 (configuration not stated) in TRHR PAM is listed with -3
